sdo1 growth: sdo1-depleted yeast growth rescue | S. cerevisiae sdo1-depleted JHY4D growth rescue, OD600 30 h; hits give high values; pdr5 snq2 efflux-pump mutant strain | z-score at 10 µM | 140,000 compounds, 0.21% hits | AID 817;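 active = z-score above 3 at both the 24 hr and the 30 hr optical density reads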;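 also: z-score against mean and SD of all compound wells on the same plate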
INS promoter inh: TRM-6 insulin promoter activity inhibition. TRM-6 cells (human fetal islet line), insulin promoter-eGFP reporter, imaging; reporter expression induced with tamoxifen. inhibition, % at 2 µM. 130,000 compounds, 0.9% hits. AID 1273;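 active = inhibition above the mean plus 3 SD, with well images judged a real hit on visual review, cut at about 60% in these data, passing the limit was not always enough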
sdo1 growth Rescue 24 h: second read-out of sdo1 growth, no call of its own (marks repeat the call); z-score; S. cerevisiae sdo1-depleted JHY4D growth rescue, OD600; measured here: growth rescue at 24 h;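 0 is the plate mean of compound wells and units are plate SD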
Active calls of the source: *; nt = not tested or not shown.

Sequence of screens: sdo1 growth, sdo1 growth Rescue 24 h, INS promoter inh
> C=CCNc1nc(NC(C)(C)CO)nc(OC)n1
 : 1.94, 1.54, 11.6
> COc1cccc(NS(=O)(=O)c2ccc(Br)s2)c1
 : -0.7, -0.9, -34.6
> O=c1c2ccccc2nnn1CSc1nc2ccccc2[nH]1
 : 1.61, 1.77, nt
> COc1ccccc1-c1nnc(SCC(=O)Nc2nc(-c3ccccc3)cs2)n1C
 : -0.31, -0.55, nt
> COc1ccccc1C(=O)N1CCN(C(=O)c2ccncc2)CC1
 : 0.34, 0.31, 46.0
> Cc1ccccc1NC(=O)C(=Cc1ccc(C(=O)O)cc1)C(=O)Nc1ccccc1C
 : nt, nt, -27.8
> CC(C)NC(=O)COc1ccc(/C=N/NS(=O)(=O)c2ccccc2)cc1
 : 1.2, 2.9, 20.0
> CCOC(=O)c1[nH]c2ccc(OC)cc2c1NC(=S)N1CCN(c2cccc(Cl)c2)CC1
 : -0.24, -0.18, 0.0
> O=C(NCCCn1ccnc1)C(=O)NCc1ccc(Cl)cc1
 : 0.79, 0.38, 36.8
> O=C(CNS(=O)(=O)c1cccc(C(F)(F)F)c1)Nc1ccccc1F
 : 0.02, -0.06, -37.8
> Cn1c(N2C(=O)CC(Cc3ccccc3)C2=O)nc2ccccc21 (stereo not drawn)
 : 0.85, -0.16, -407.7
> O=C(Nc1ccc(Br)cc1)c1cccc(N2C(=O)C3C4CCC(C4)C3C2=O)c1 (stereo not drawn)
 : -1.27, -0.94, -15.6
> CCNC(=O)C1CC(=O)OC12CCCCC2 (stereo not drawn)
 : 0.83, 0.44, 42.1
> CCOc1ccc(C2C=C(c3ccc(C)cc3)Nc3ncnn32)cc1 (stereo not drawn)
 : -0.61, -0.22, 50.0
> Cc1cccc(NC(=O)c2cc(Cl)nc3ccccc23)c1
 : -1.25, -1.61, 6.7
> COc1ccc(CCNC(=O)COc2ccc(S(=O)(=O)N3CCOCC3)cc2)cc1
 : -0.13, -0.69, 63.0
> O=C(N/N=C/C=C\c1ccccc1[N+](=O)[O-])c1cc(-c2ccc3ccccc3c2)n[nH]1
 : -0.18, 0.75, -74.2
> CC(/C=N/NC(=O)c1cc(-c2ccncc2)nc2ccccc12)=C\c1ccco1
 : -0.8, -1.04, -8.6
> COc1ccc2occ(C(=O)c3coc4ccc(O)c(CN(C)C)c34)c2c1
 : -0.27, -0.14, 66.7
> CC1(C)NC(=O)N(CC(O)COc2ccc(-c3ccccc3)cc2)C1=O (stereo not drawn)
 : 0.36, 0.19, -45.7
> CCOC(=O)c1cnc(-n2nc(C)cc2C)nc1N1CCOCC1
 : 1.58, 1.66, -50.0
> CCOC(=O)N1CCN(c2cc(N(C)CCO)c([N+](=O)[O-])c3nonc23)CC1
 : nt, nt, -66.7
> CCn1c(SCc2ccc(Cl)c(Cl)c2)nnc1C(C)NC(=O)c1ccc(OC)cc1 (stereo not drawn)
 : -0.49, -0.44, nt
> N#Cc1ccccc1Sc1ccccc1C(=O)OCc1nnc(-c2ccccc2)o1
 : -0.14, 0.71, 36.4
> CCCC(=O)NCCc1cc2ccc(OC)cc2[nH]c1=O
 : 1.07, 0.44, 56.2
> COc1ccccc1C(=O)O/N=C1/CCCc2c1ccc(OC)c2[N+](=O)[O-]
 : -0.75, 1.1, 10.8
> Cc1ccc(C(=O)c2nocc2C(=O)c2cccs2)cc1
 : -1.54, -0.61, nt
> COc1ccc(C(=O)N2CC(=O)Nc3ccccc32)cc1S(=O)(=O)N1CCCC1
 : nt, nt, 55.6
> O=C(CN1CCN(S(=O)(=O)c2ccc3ccccc3c2)CC1)Nc1ccc(N2CCOCC2)cc1
 : -0.41, -0.76, nt
> COc1cc2c(cc1OC)/C(=C/c1ccc(Br)cc1)C(=O)OC2
 : -1.14, -0.94, 71.4*

3 records drawn at random from the list so far, as already listed:
Sequence of screens: sdo1 growth, sdo1 growth Rescue 24 h, INS promoter inh
> O=C(CN1CCN(S(=O)(=O)c2ccc3ccccc3c2)CC1)Nc1ccc(N2CCOCC2)cc1
 : -0.41, -0.76, nt
> O=C(N/N=C/C=C\c1ccccc1[N+](=O)[O-])c1cc(-c2ccc3ccccc3c2)n[nH]1
 : -0.18, 0.75, -74.2
> CCn1c(SCc2ccc(Cl)c(Cl)c2)nnc1C(C)NC(=O)c1ccc(OC)cc1 (stereo not drawn)
 : -0.49, -0.44, nt

A second format for some results above.
| sdo1 growth | sdo1 growth Rescue 24 h | INS promoter inh | SMILES |
| --- | --- | --- | --- |
| -0.31 | -0.55 | nt | COc1ccccc1-c1nnc(SCC(=O)Nc2nc(-c3ccccc3)cs2)n1C |
| 0.34 | 0.31 | 46.0 | COc1ccccc1C(=O)N1CCN(C(=O)c2ccncc2)CC1 |
| nt | nt | -27.8 | Cc1ccccc1NC(=O)C(=Cc1ccc(C(=O)O)cc1)C(=O)Nc1ccccc1C |
| 1.2 | 2.9 | 20.0 | CC(C)NC(=O)COc1ccc(/C=N/NS(=O)(=O)c2ccccc2)cc1 |
| -0.24 | -0.18 | 0.0 | CCOC(=O)c1[nH]c2ccc(OC)cc2c1NC(=S)N1CCN(c2cccc(Cl)c2)CC1 |
| 0.79 | 0.38 | 36.8 | O=C(NCCCn1ccnc1)C(=O)NCc1ccc(Cl)cc1 |
| 0.02 | -0.06 | -37.8 | O=C(CNS(=O)(=O)c1cccc(C(F)(F)F)c1)Nc1ccccc1F |

(more compounds)
Sequence of screens: sdo1 growth, sdo1 growth Rescue 24 h, INS promoter inh
> CCN(C(=O)Cn1c(=O)n(-c2cc(OC)c(OC)c(OC)c2)c(=O)c2ccccc21)c1cccc(C)c1
 : nt, nt, 0.0
> COC(=O)c1sc(NC(=O)C(C)C)c(C(=O)OC)c1C
 : -0.92, -0.72, -21.4
> Cc1ccc2nc(=O)c(NNc3ccccc3)cnc2c1
 : 0.69, 1.17, 0.0
> O=C(c1ccc(Cl)cc1[N+](=O)[O-])N1CCc2ccccc2C1
 : nt, nt, 10.0
> COc1cc(NC(=O)C2CC2C)c(C(=O)O)cc1OC (stereo not drawn)
 : -0.23, -0.24, -9.9
> CCc1ccc(CNC(=O)c2cc3c(C)nc4ccccc4c3o2)cc1
 : -1.2, -0.68, nt
> Cc1ccc(NC(=O)c2cc(NC(=O)c3ccco3)ccc2N2CCOCC2)cc1Cl
 : -0.67, 0.5, 0.0
> O=C(Nc1cccnc1Cl)c1ccc(S(=O)(=O)N2CCCCCC2)cc1
 : 0.6, 0.71, -3.3
> Nc1nc(SCc2ccc(Cl)cc2Cl)n[nH]1
 : -1.27, -1.51, 27.3
> CNCCOc1ccccc1C(C)(C)C
 : -1.04, -1.2, -19.4
> CC(=O)Nc1ccc(NC(=O)C(C)OC(=O)CCC(=O)c2ccc(F)cc2)cc1 (stereo not drawn)
 : 0.44, 0.44, -18.6
> CCCCOc1ccc(-c2csc(N)n2)cc1[N+](=O)[O-]
 : -1.42, -1.2, 24.3
> CC(C)C(C)(C#N)NC(=O)CSc1nnc(-c2ccncc2)n1Cc1ccccc1 (stereo not drawn)
 : 1.02, 1.31, nt
> COCCNCC#CCOc1ccc(OC)cc1
 : 0.43, 0.93, -39.5
> COc1ccc(CC(=O)Nc2ccc(-c3noc(COc4ccccc4C)n3)cc2)cc1
 : -0.34, -0.14, -26.9
> COc1ccccc1OCCNC(=O)c1ccccc1C
 : 0.19, 0.26, 0.0
> COCCCN1C(=O)C(=O)/C(=C(/O)c2ccc3c(c2)CC(C)O3)C1c1cccnc1 (stereo not drawn)
 : 0.86, 0.02, 25.0
> COCCNc1nc2c(c(=O)n(Cc3ccc(OC)cc3)c(=O)n2C)n1C
 : 0.67, 0.48, nt
> O=C(CN1CCN(c2ccccc2)CC1)Nc1ccc(OCc2ccccc2)cc1
 : -1.19, -1.46, 4.7
> O=C(c1ccccc1)N1CCN(Cc2ccccc2C(F)(F)F)CC1
 : nt, nt, 34.9
> COc1ccc(OC)c(NC(=O)CCCN2C(=O)C3C4C=CC(C4)C3C2=O)c1 (stereo not drawn)
 : 1.96, 1.34, 11.5
> CC(C)[C@H](NC(=O)Nc1ccc(Oc2ccccc2)cc1)C(=O)O
 : 0.97, 0.74, nt
> C/C(=N/NC(=O)CCc1ccccc1)c1ccco1
 : nt, nt, 36.8
> Cc1nnc(NC(=O)COc2ccc3c(C)cc(=O)oc3c2)s1
 : -0.41, -0.24, -23.9
> Cc1cc(NCCCN2CCOCC2)n2nc(C)c(-c3ccc(F)cc3)c2n1
 : -0.84, -0.36, nt
> O=C(Nc1cccc(Br)c1)c1ccc(CSc2ccccc2)cc1
 : -0.96, -0.3, 19.2
> CC1CC(C)CN(S(=O)(=O)c2ccc3c(c2)oc(=O)n3CC(=O)N2CCOCC2)C1 (stereo not drawn)
 : 0.28, -0.16, nt
> CC(C)Oc1ccc(/C(O)=C2/C(=O)C(=O)N(CCN(C)C)C2c2ccco2)cc1 (stereo not drawn)
 : 0.53, 0.37, -15.4
> Cn1c(N)c(S(=O)(=O)N2CCN(C(=O)c3ccco3)CC2)c(=O)n(C)c1=O
 : nt, nt, 33.3
> Cc1noc(NS(=O)(=O)c2ccc(NC(=O)CCC3CCCCC3)cc2)c1C
 : 1.02, 0, -14.7

Shown with bars between the fields: 2 of the compounds above
SMILES | sdo1 growth | sdo1 growth Rescue 24 h | INS promoter inh
Cc1ccc(NC(=O)c2cc(NC(=O)c3ccco3)ccc2N2CCOCC2)cc1Cl | -0.67 | 0.5 | 0.0
O=C(Nc1cccnc1Cl)c1ccc(S(=O)(=O)N2CCCCCC2)cc1 | 0.6 | 0.71 | -3.3

(further entries)
Sequence of screens: sdo1 growth, sdo1 growth Rescue 24 h, INS promoter inh
> CC1CCCC(C)N1NC(=O)c1ccc(Cl)c(S(N)(=O)=O)c1 (stereo not drawn)
 : 0.24, 0.69, 7.1
> COc1cc(CNCc2cccs2)cc(Br)c1OC
 : 1.08, 0.66, nt
> O=C(O)CC(NC(=O)c1sc2ccccc2c1Cl)c1ccc(OC2CCCC2)cc1 (stereo not drawn)
 : nt, nt, 63.6
> CC(OC(=O)CCc1nc2ccccc2c(=O)[nH]1)C(=O)NC1CCCC1 (stereo not drawn)
 : 0.68, 0.34, nt
> Clc1nc(-c2ccccc2)cc(-c2ccccc2)n1
 : 0.47, 0.57, nt
> Cc1ccc(C2CC2c2n[nH]c(=S)n2-c2ccc(C)cc2)cc1 (stereo not drawn)
 : -2.19, -1.41, 26.1
> CCOCCc1nnc(NC(=O)C(CC)c2ccccc2)s1 (stereo not drawn)
 : -0.13, 0.09, -11.5
> O=C(CSc1nnnn1-c1ccccc1)c1ccco1
 : nt, nt, -27.3
> CCOC(=O)c1ccccc1OCc1cc(/C=N/n2cncn2)ccc1OC
 : -1.53, -0.95, -25.7
> Cc1cc(Br)c(NC(=O)c2ccccc2[N+](=O)[O-])cc1C
 : nt, nt, -4.8
> CCOC(=O)CNC(=O)Nc1ccccc1C(=O)OC
 : -0.06, -0.67, 5.7
> Cc1cc(C)nc(SCC(=O)NC2=NN=C(c3ccc(Br)cc3)CS2)n1
 : 1.1, 3.13, -22.6
> COc1ccc(-c2nc3ccc(C(=O)NCC(OC)OC)cc3nc2-c2ccc(OC)cc2)cc1
 : nt, nt, 0.0
> CCCCNC(=O)OC(C)CNC(=O)Oc1cccc(C)c1 (stereo not drawn)
 : 1.48, 1.6, 26.1
> O=C(COc1ccc(Cc2ccccc2)cc1)c1ccc(F)cc1
 : 0.87, 0.13, -27.3
> COc1cccc(-c2cc(C(=O)Nc3cnn(Cc4ccccc4C)c3)no2)c1
 : -0.96, 0.74, -6.5
> COc1ccc2[nH]c(C)c(C(=O)CN3CCOCC3)c2c1
 : 0.53, 0.34, nt
> Cc1ccc(C)c(N2CCN(CCCNC(=O)Cn3cc4c(n3)CCCCC4)CC2)c1
 : -0.29, -0.3, nt
> O=C(Cc1cn2ccsc2n1)Nc1nc2c(s1)CCCC2
 : 0.54, 0.11, nt
> N#CCSc1ccc(-c2nc3ccccc3[nH]2)cn1
 : nt, nt, 89.7*
> COc1ccc(S(=O)(=O)CCc2nnc(NC(=O)c3cccs3)s2)cc1
 : -1.89, -1.57, 3.9
> CCC(Cc1ccccc1)NC(=O)CSc1ccsc1[N+](=O)[O-] (stereo not drawn)
 : -1.35, -0.72, 6.2
> NC(=O)C1CCCN(C(=S)Nc2ccccc2)C1 (stereo not drawn)
 : 0.57, -0.27, 37.9
> COc1ccc(CCNc2nnc(C)c(=O)[nH]2)cc1OC
 : -0.13, -0.55, -421.4
> O=C(c1nn(Cc2ccccc2)c(=O)c2ccccc12)N1CCc2ccccc2C1
 : -1.58, -0.76, -105.7
> Cc1c(C(=O)NCCCc2ccccc2)cccc1[N+](=O)[O-]
 : -0.72, -1.83, -52.9
> O=C(O)c1ccccc1C(=O)Nc1ccc(-c2csc(-c3ccccc3)n2)cc1
 : 0.17, 0.13, 12.9
> CCOC(=O)N1CCN(C(=O)CS(=O)(=O)c2cn(Cc3cccc(F)c3)c3ccccc23)CC1
 : -0.71, -0.12, 27.0
> Cn1ncc2c1ncn1nc(CCc3ccccc3)nc21
 : -1, -1.16, nt
> O=C(O)c1ccc(-c2nc(-c3ccc(Cl)cc3Cl)cs2)cc1
 : nt, nt, -87.5
> COc1ccc(C2c3sc(=O)[nH]c3SC3C4CCC(C4)C23)cc1 (stereo not drawn)
 : -2.12, -1.7, 4.0
> O=C(CCS(=O)(=O)Cc1ccccc1)NC1CCCCC1
 : 1.61, 2.21, -50.0
> O=C(C(c1ccccc1)c1ccccc1)N1CCN(CC(O)COc2ccccc2)CC1 (stereo not drawn)
 : -1.46, -1.17, nt
> COC(=O)c1nn(-c2ccccc2)c(Cl)c1/C=N/OC(=O)c1ccc(Cl)c(Cl)c1
 : -1.31, -0.35, 25.0

Whole records from above:
Listed for O=C(CCS(=O)(=O)Cc1ccccc1)NC1CCCCC1 → sdo1 growth = 1.61; sdo1 growth Rescue 24 h = 2.21; INS promoter inh = -50.0
Listed for COc1ccc(C2c3sc(=O)[nH]c3SC3C4CCC(C4)C23)cc1 (stereo not drawn) → sdo1 growth = -2.12; sdo1 growth Rescue 24 h = -1.7; INS promoter inh = 4.0

Assay outcomes as filed in PubChem.
